EWS-Fli block = blocks EWS/Fli oncoprotein-driven transcription; inhibition, % at 12.6 µM; A673 NR0B1-luciferase reporter, viability-normalised; 0.67% of 350,000 active;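 active = mean inhibition of at least 50% after viability correction, with every replicate also passing that limit; inconclusive = mean reaches 50% but only one of two replicates passes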;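 note: firefly luciferase signal divided by Alamar Blue viability fluorescence both relative to DMSO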
ARNT-TACC3 inh = disruptors of human ARNT/TACC3 interaction. Q9Y6A5. AlphaScreen His-ARNT PAS-B/GST-TACC3 binding, luminescence; TACC3 fragment carries E629A point mutation. inhibition, % at 9.99 µM. 0.66% of 390,000 active;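 active = mean inhibition of replicates at least 50% and at least half of replicates each reaching 50%; inconclusive = half or more replicates reach 50% but mean below 50%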;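 note: 0% = complete ARNT plus TACC3 wells and 100% = ARNT alone without TACC3; many hits fall short of the cut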
PAX8 inh HTS = inhibitors of PAX8 transcriptional activity in RMG-I cells; RMG-I TPO-luciferase reporter, SteadyGlo, 24 h; inhibition, % at 12.6 µM; 1.2% of 360,000 active;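 active = mean replicate inhibition at least 60% with every replicate also reaching 60%; inconclusive = only one of the two criteria is met; inactive = mean below 60% and not all replicates reaching 60%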;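 note: luciferase light reporting Pax8 driven TPO promoter activity; plate controls were median of neutral control wells for no effect and mitoxantrone controls for full effect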
DENV2 CPE = inhibitors of DENV2 cytopathic effect | DENV2-infected cells, cytopathic effect rescue, plate reader | CPE inhibition, % at 9.99 µM | 1.7% of 350,000 active; in the data active = CPE inhibition above about 20%, passing the limit was not always enough; inconclusive = no clear call, values can overlap the other calls; tested in BHK-21 cells;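 note: 0% = median of neutral control wells and 100% = median of positive control wells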
F508del corr = CFTR F508del correction in bronchial cells. CFBE cells, YFP halide quenching; stimulated with forskolin plus potentiator P3; % fluorescence drop versus neutral controls. AID 720511. activity (quench increase), % at 7.58 µM. 0.36% of 350,000 active;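 active = mean added fluorescence quench of at least 8% versus neutral control, with both replicates also reaching 8%; inconclusive = only one of the mean or replicate conditions met; inactive = mean below 8% and not both replicates reaching 8%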;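 note: cells transiently co-express mutant CFTR-F508del with the halide-sensitive YFP; corrector assay measuring rescue of mutant channel to the surface after 24 h compound exposure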
ERp5 block = blocks human ERp5 reductase activity on insulin | Q15084 | ERp5 insulin aggregation, absorbance 650 nm, 90 min | inhibition, % at 9.99 µM | 0.05% of 350,000 active | AID 651711;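 active = mean replicate inhibition above about 25%, with every replicate also reaching it, limit read from the data, passing the limit was not always enough; inconclusive = only one of those two criteria met; inactive = neither criterion met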
Target sequence (Q15084 whole entry, looked up): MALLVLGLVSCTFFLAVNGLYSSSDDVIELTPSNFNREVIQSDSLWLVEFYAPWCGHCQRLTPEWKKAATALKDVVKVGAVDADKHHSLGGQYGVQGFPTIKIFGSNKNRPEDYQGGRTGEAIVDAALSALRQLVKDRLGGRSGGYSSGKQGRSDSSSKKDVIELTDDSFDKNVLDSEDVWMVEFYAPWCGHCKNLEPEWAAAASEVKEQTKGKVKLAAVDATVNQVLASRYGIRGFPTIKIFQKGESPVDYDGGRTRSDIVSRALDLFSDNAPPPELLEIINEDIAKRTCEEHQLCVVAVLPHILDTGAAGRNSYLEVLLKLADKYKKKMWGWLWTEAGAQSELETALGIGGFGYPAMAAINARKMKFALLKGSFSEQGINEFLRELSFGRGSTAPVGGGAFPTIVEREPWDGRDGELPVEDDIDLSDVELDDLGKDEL
XiGFP reactiv = X-chromosome reactivation activator; XiGFP mouse fibroblasts, % GFP-positive cells imaging, 3 d; cells co-treated with 5-aza-dC sensitizer; scaled so ellipticine positive control = 100%; activation, % at 7.58 µM; 0.055% of 360,000 active;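 active = mean normalized replicate activation at least 10% and every replicate at or above 10%; inconclusive = only one of the two criteria met; inactive = mean below 10% and not all replicates reach 10%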;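 note: 0% = median of on-plate neutral control wells and 100% = ellipticine 6 µM median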
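material = 68-5-11 XiGFP fibroblast line | medium = DMEM plus 5-aza-dC sensitizer | schedule = 3 days compound exposure | benchmarks = positive control ellipticine, 6 µM final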
GSIS activator = GLuc luminescence reporter in INS-1E cells, primary screen for activators of glucose-dependent secretion of insulin; INS-1E GLuc reporter insulin secretion, 2-3 h; activation, % at 16.6 µM; 0.61% of 370,000 active;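 active = lowest replicate activation of at least 40%, so every replicate reaches that level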;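 note: 0% = median of neutral control wells and 100% = median of IBMX positive control wells; some compounds called inactive have numbers as strong as hits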
An asterisk follows results filed as active; ? = inconclusive; / = no result given. Rows were taken by chance; 4.2% or so of the library scored in one or more.

SMILES | EWS-Fli block | ARNT-TACC3 inh | PAX8 inh HTS | DENV2 CPE | F508del corr | ERp5 block | XiGFP reactiv | GSIS activator
C[C@@H]1CN([C@@H](C)CO)C(=O)c2cc(NS(=O)(=O)c3cccs3)ccc2O[C@H]1CN(C)Cc1ccncc1 | -8 | -9 | / | 0 | 3.0 | -8 | 0.3 | 6
COc1ccccc1CNCc1cccc(Oc2ccccc2)c1 | 2 | -8 | 4 | 2 | 0.6 | 2 | 0.0 | -26
COc1ccc(NC(=O)c2cc(C3CCCCN3C(=O)C3CC3)on2)c(C)c1 (stereo not drawn) | -8 | / | -12 | 4 | 1.8 | -6 | 0.0 | -6
C[C@H](CO)N1C[C@H](C)[C@H](CN(C)Cc2ccccc2)Oc2cc(C#CC(C)(C)O)ccc2S1(=O)=O | 28 | -6 | / | -4 | 1.1 | 12 | -1.1 | -1
COc1ccc(NC(=O)/C(=C/c2cccs2)NC(=O)c2ccco2)cc1 | 2 | -1 | -18 | 7 | 1.8 | ? | 0.0 | /
O=C(CSc1ccc2nnc(CCNC(=O)c3ccccc3)n2n1)NCc1ccccc1 | -1 | 19 | / | -3 | -1.3 | 0 | -0.1 | /
O=C(C[C@H]1C[C@@H]2c3cc(NC(=O)Nc4ccccc4)ccc3O[C@@H]2[C@@H](CO)O1)NCCN1CCCCC1 | 8 | 5 | -15 | 2 | -2.3 | 6 | 0.0 | 5
CC(O)(c1ccncc1)c1nc(-c2cccc(C(F)(F)F)c2)cs1 (stereo not drawn) | 1 | / | -3 | -8 | -1.9 | -3 | 0.0 | 18
Cc1ccc(S(=O)(=O)c2nc(Nc3ccccc3)sc2Cl)cc1 | 18 | 13 | 9 | 1 | 1.0 | 0 | 0.5 | -10
CC12CCC3C(C1)C(C(=O)O2)C(=O)OC3(C)C (stereo not drawn) | 4 | / | -1 | 11 | -3.1 | 0 | -0.1 | 8
COCCCNc1nc2ccccc2nc1NS(=O)(=O)c1cccc(C)c1 | 4 | -10 | -19 | 1 | 1.3 | -5 | 0.0 | 34
O=C(SCc1c(O)c2ccccc2oc1=O)c1ccccc1 | 9 | / | 11 | -3 | 1.6 | -11 | 0.1 | /
CNC[C@H]1OCCCC[C@H](C)Oc2ccc(NS(=O)(=O)c3ccc(Cl)cc3)cc2C(=O)N([C@H](C)CO)C[C@@H]1C | -4 | / | 8 | / | -0.5 | / | 0.0 | 12
O=C(COC(=O)c1ccccc1)Nc1cc(S(=O)(=O)N2CCCCCC2)ccc1Cl | -3 | / | -12 | -2 | -0.4 | 0 | 0.2 | /
CC1(C(=O)NCc2ccco2)Cc2c(-c3ccccc3)ccnc2O1 (stereo not drawn) | 59* | / | 10 | -11 | 7.0 | -3 | 0.5 | -6
COc1ccc(CCN2C(=O)CSC2=Nc2ccc(C(C)C)cc2)cc1OC | 12 | 1 | 25 | -15 | 1.4 | 3 | -0.1 | -29
Cc1cc(C(=O)Nc2cccc3c2O[C@@H](CN(C)C(=O)Nc2ccc(C(F)(F)F)cc2)[C@@H](C)CN([C@@H](C)CO)C3=O)n(C)n1 | 3 | 4 | 12 | -10 | 0.3 | -2 | -0.7 | -25
COc1ccc(NC(=S)N2CCC(N(C)CC3CCCO3)CC2)cc1Cl (stereo not drawn) | / | 1 | 1 | / | / | / | 1.4 | 6
CCOCc1c(C(=O)OCC(=O)/C(C#N)=C(\C)N)oc2ccccc12 | -1 | 0 | -5 | ? | 0.8 | 3 | 0.0 | 13
COc1ccc(S(=O)(=O)N2CCN(CC(=O)NCCc3cccs3)CC2)cc1 | 6 | -6 | 16 | -2 | -1.3 | 2 | -0.1 | -2
COc1cc(Cl)ccc1OCc1cc(C(=O)N2CCCC(OC)C2)no1 (stereo not drawn) | -76 | -6 | -216 | 4 | 4.0 | 6 | 0.0 | 15
CN1CCN(C(=O)C[C@H]2CC[C@@H](NC(=O)c3ccc4c(c3)OCO4)[C@H](CO)O2)CC1 | 0 | 6 | 5 | -4 | -0.6 | 6 | -0.1 | 7
Nc1nc(N)nc(-c2cccc(Cl)c2)n1 | -78 | 1 | -175 | ? | 2.8 | 4 | 0.2 | 16
COCCN(C(=O)COC(=O)/C=C/c1ccc(Cl)c(Cl)c1)c1c(N)n(Cc2ccccc2)c(=O)[nH]c1=O | 16 | -2 | 8 | -8 | 3.3 | -5 | 0.0 | 4
Cc1ccc(N(CC(=O)NCc2ccccn2)S(=O)(=O)c2ccccc2)cc1C | -5 | 9 | 9 | -3 | 1.0 | 2 | 0.7 | 2

Some of these compounds in order of molar mass, ascending:
SMILES | EWS-Fli block | ARNT-TACC3 inh | PAX8 inh HTS | DENV2 CPE | F508del corr | ERp5 block | XiGFP reactiv | GSIS activator
Nc1nc(N)nc(-c2cccc(Cl)c2)n1 | -78 | 1 | -175 | ? | 2.8 | 4 | 0.2 | 16
CC12CCC3C(C1)C(C(=O)O2)C(=O)OC3(C)C (stereo not drawn) | 4 | / | -1 | 11 | -3.1 | 0 | -0.1 | 8
COc1ccccc1CNCc1cccc(Oc2ccccc2)c1 | 2 | -8 | 4 | 2 | 0.6 | 2 | 0.0 | -26
COc1ccc(NC(=O)/C(=C/c2cccs2)NC(=O)c2ccco2)cc1 | 2 | -1 | -18 | 7 | 1.8 | ? | 0.0 | /
COc1cc(Cl)ccc1OCc1cc(C(=O)N2CCCC(OC)C2)no1 (stereo not drawn) | -76 | -6 | -216 | 4 | 4.0 | 6 | 0.0 | 15
COc1ccc(NC(=O)c2cc(C3CCCCN3C(=O)C3CC3)on2)c(C)c1 (stereo not drawn) | -8 | / | -12 | 4 | 1.8 | -6 | 0.0 | -6
COCCCNc1nc2ccccc2nc1NS(=O)(=O)c1cccc(C)c1 | 4 | -10 | -19 | 1 | 1.3 | -5 | 0.0 | 34
COc1ccc(S(=O)(=O)N2CCN(CC(=O)NCCc3cccs3)CC2)cc1 | 6 | -6 | 16 | -2 | -1.3 | 2 | -0.1 | -2
O=C(CSc1ccc2nnc(CCNC(=O)c3ccccc3)n2n1)NCc1ccccc1 | -1 | 19 | / | -3 | -1.3 | 0 | -0.1 | /
O=C(COC(=O)c1ccccc1)Nc1cc(S(=O)(=O)N2CCCCCC2)ccc1Cl | -3 | / | -12 | -2 | -0.4 | 0 | 0.2 | /
C[C@H](CO)N1C[C@H](C)[C@H](CN(C)Cc2ccccc2)Oc2cc(C#CC(C)(C)O)ccc2S1(=O)=O | 28 | -6 | / | -4 | 1.1 | 12 | -1.1 | -1
O=C(C[C@H]1C[C@@H]2c3cc(NC(=O)Nc4ccccc4)ccc3O[C@@H]2[C@@H](CO)O1)NCCN1CCCCC1 | 8 | 5 | -15 | 2 | -2.3 | 6 | 0.0 | 5
COCCN(C(=O)COC(=O)/C=C/c1ccc(Cl)c(Cl)c1)c1c(N)n(Cc2ccccc2)c(=O)[nH]c1=O | 16 | -2 | 8 | -8 | 3.3 | -5 | 0.0 | 4
CNC[C@H]1OCCCC[C@H](C)Oc2ccc(NS(=O)(=O)c3ccc(Cl)cc3)cc2C(=O)N([C@H](C)CO)C[C@@H]1C | -4 | / | 8 | / | -0.5 | / | 0.0 | 12
Cc1cc(C(=O)Nc2cccc3c2O[C@@H](CN(C)C(=O)Nc2ccc(C(F)(F)F)cc2)[C@@H](C)CN([C@@H](C)CO)C3=O)n(C)n1 | 3 | 4 | 12 | -10 | 0.3 | -2 | -0.7 | -25

Carrying on.
SMILES | EWS-Fli block | ARNT-TACC3 inh | PAX8 inh HTS | DENV2 CPE | F508del corr | ERp5 block | XiGFP reactiv | GSIS activator
O=C(/C=C/c1cn(CC(O)CN2CCCCC2)c2ccccc12)c1ccccc1 (stereo not drawn) | 25 | 13 | 13 | 27* | -1.2 | 3 | 0.6 | 9
CCOCCCn1c(SCC(=O)Nc2ccccc2OC)nc2ccccc2c1=O | 31 | -20 | 35 | 4 | -3.0 | -2 | 0.0 | -14
COc1cccc(C(O)C2OC(=O)c3ccccc32)c1OC (stereo not drawn) | 3 | / | -9 | 4 | -1.1 | 4 | -0.1 | 1
Cc1ccc(NS(=O)(=O)c2cccc3nsnc23)cc1C | -15 | 2 | 2 | 2 | 2.0 | 2 | 0.2 | -26
COc1ccc2nc(Cl)cc(Cl)c2c1 | -12 | -14 | -28 | -6 | -1.8 | 1 | 0.0 | 12
CC1(Oc2cccc(C#N)c2)CCN(Cc2csc3ccccc23)C1 (stereo not drawn) | 1 | / | 7 | 3 | 3.9 | -2 | 0.2 | /
